BoNT-F LC inh – blocks Botulinum neurotoxin F light chain protease | Multiplex microsphere protease cleavage assay, flow cytometry | inhibition, % at 10 µM | 0.22% of 360,000 active; in the data active means inhibition above about 35%, passing the limit was not always enough; inconclusive means no clear call, values can overlap the other calls; further: plate controls were buffer without enzyme for full effect and enzyme alone for no effect
CCHFV vOTU inh – CCHFV vOTU protease inhibition. 0.55% of 370,000 active. Pep-AMC fluorescence. inhibition, % at 11.5 µM. AID 651958; further: 0% = vehicle wells with enzyme and 100% = no enzyme wells
Rv3671c protease – inhibitors of M. tuberculosis serine protease Rv3671c; P9WHR9; 0.048% of 320,000 active; inhibition, % at 5.96 µM; AID 2606; in the data active means inhibition above about 38%;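 further: extracellular domain of Rv3671c used as enzyme; 0% = enzyme with DMSO and 100% = no enzyme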
MazF activator – MazEF (E. coli) toxin RNase activation; P0AE70; FAM/BHQ RNA-DNA oligo cleavage fluorescence, 5 h; activation, % at 20 µM; 0.32% of 350,000 active; in the data active means activation above about 50%
Target sequence (P0AE70 whole entry, looked up): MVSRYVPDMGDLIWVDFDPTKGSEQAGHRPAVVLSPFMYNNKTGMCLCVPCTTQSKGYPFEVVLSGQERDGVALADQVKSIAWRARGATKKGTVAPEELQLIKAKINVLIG
BioA inh – inhibitors of Mycobacterium tuberculosis BioA enzyme; purified M. tuberculosis BioA enzyme, plate reader; inhibition, % at 9.99 µM; 0.096% of 360,000 active; AID 602481; in the data active means inhibition above about 40%; inconclusive means no clear call, values can overlap the other calls
VHR inh abs – blocks human VHR1 dual specificity phosphatase; 0.52% of 290,000 active; AID 1654; recombinant VHR phosphatase, pNPP absorbance; P51452; inhibition, % at 13.3 µM; in the data active means inhibition above about 50%; further: some compounds called inactive have numbers as strong as hits
Target sequence (P51452 whole entry, looked up): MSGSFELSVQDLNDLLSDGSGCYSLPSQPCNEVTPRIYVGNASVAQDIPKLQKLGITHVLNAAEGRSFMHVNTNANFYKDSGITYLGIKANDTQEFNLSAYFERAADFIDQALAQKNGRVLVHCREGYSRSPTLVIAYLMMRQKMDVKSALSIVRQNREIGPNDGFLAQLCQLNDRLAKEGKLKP
UGM FP inh – Mtb UDP-galactopyranose mutase inhibition | purified UGM, fluorescence polarization probe displacement | inhibition, % at 10 µM | P9WIQ1 | 0.06% of 320,000 active | AID 504406; in the data active means inhibition above about 10%, passing the limit was not always enough; inconclusive means no clear call, values can overlap the other calls
Target sequence (P9WIQ1 whole entry, looked up): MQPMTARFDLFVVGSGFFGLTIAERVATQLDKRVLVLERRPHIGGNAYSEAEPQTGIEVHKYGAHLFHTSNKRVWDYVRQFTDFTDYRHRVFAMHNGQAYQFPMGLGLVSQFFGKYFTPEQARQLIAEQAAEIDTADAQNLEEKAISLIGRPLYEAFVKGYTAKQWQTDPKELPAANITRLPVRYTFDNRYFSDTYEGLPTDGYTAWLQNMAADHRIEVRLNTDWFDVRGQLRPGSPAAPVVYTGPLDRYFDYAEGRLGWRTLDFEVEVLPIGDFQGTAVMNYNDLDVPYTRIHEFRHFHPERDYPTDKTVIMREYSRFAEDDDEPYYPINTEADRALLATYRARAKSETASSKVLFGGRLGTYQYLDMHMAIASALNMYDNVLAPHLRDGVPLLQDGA
GDH-TPI counter – GDH-TPI coupled enzyme inhibition counter-screen; GDH-TPI coupled enzyme counterscreen, NADH absorbance; inhibition, % at 4.8 µM; 1.2% of 360,000 active; AID 588335;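 further: 0% = DMSO wells and 100% = wells lacking the enzyme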
FadD28 FP inh – blocks FadD28 binding to the bisubstrate probe | fluorescence polarization | inhibition, % at 12.5 µM | 0.22% of 360,000 active; in the data active means inhibition above about 8.5%, passing the limit was not always enough; inconclusive means no clear call, values can overlap the other calls
FBA Mtb inh – Mtb fructose-bisphosphate aldolase inhibition | AID 588726 | purified M. tuberculosis FBA, fluorescence read-out | 2.3% of 360,000 active | P9WQA3 | inhibition, % at 1 µM; in the data active means inhibition above about 27%;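 further: 0% = vehicle and 100% = reference inhibitor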
* marks the source's active call; other numbers are inactive results; ? = inconclusive; nt = not tested or not shown. Unless noted, no stated cut-off is given here; in the data, active means inhibition above about 30%; inactive means the rest.

Values run as follows: BoNT-F LC inh	CCHFV vOTU inh	Rv3671c protease	MazF activator	BioA inh	VHR inh abs	UGM FP inh	GDH-TPI counter	FadD28 FP inh	FBA Mtb inh
> C#CCOCCOCCOCCNc1nc(N2CCN(C(=O)[C@H](CCCN=C(N)N)n3cc(C(N)[C@@H](C)CC)nn3)CC2)nc(N2CCN(C(=O)[C@H](CCCCN)n3cc([C@@H](N)[C@H](C)CC)nn3)CC2)n1 (stereo partly drawn)
→ -27.1	0.7	-2.5	26.6	3.1	nt	0.1	10.4	0.0	3.8
> CCOc1ccc(NC(=O)CN(C)C(=O)c2cc(-c3ccc(OC)cc3)nc3ccccc23)cc1OCC
→ 1.1	-23.2	7.7	-10.6	nt	nt	nt	9.5	-3.7	27.6*
> CCOC(=O)c1cc(-c2cc3ccccc3o2)nc2c1c(=O)[nH]c(=O)n2CCOC
→ ?	-60.2	-7.6	2.8	5.4	0.2	0.0	4.8	-2.2	45.8*
> CCc1ccc(OC(=O)/C=C/c2ccco2)cc1
→ 4.9	18.5	-6.6	0.1	-1.0	9.4	-3.3	6.5	-3.2	1.9
> O=[N+]([O-])c1cc(S(=O)(=O)N2CCCC2)ccc1NCCc1ccccc1
→ -1.4	-18.1	-3.5	-8.9	nt	-2.9	1.5	-3.6	-3.4	1.3
> CCCNC(=O)Cn1cnc2sc(C(=O)NCCN(CC)CC)c(C)c2c1=O
→ -14.6	-6.1	1.9	7.0	-1.9	39.5	0.4	3.6	-1.6	1.9
> CN1CCOc2ccc(S(=O)(=O)NCCc3ccc(Cl)cc3)cc21
→ -10.5	5.3	8.9	0.0	2.2	-22.2	-0.1	12.2	0.3	2.9
> O=C(COC(=O)c1ccncc1)Nc1ccc2c(c1)OCO2
→ -14.1	-1.6	-8.3	10.5	4.1	nt	-1.8	7.7	-1.0	-2.1
> Nc1c(Cl)cc(Cl)cc1C(=O)OCC(=O)N1CCCC1
→ 4.7	-193.1	-3.5	-8.3	-5.2	14.8	nt	0.0	-0.7	94.6*
> O=C(O)C1CCCCC1C(=O)Nc1ccc(Cl)cc1Cl (stereo not drawn)
→ -6.1	-9.1	-1.4	-2.0	0.0	-10.9	0.7	5.3	-2.5	1.0
> COC(=O)c1ccc(S(N)(=O)=O)o1
→ 2.7	12.0	2.4	5.4	-2.2	-1.6	-0.6	4.9	-1.1	-2.1
> COc1ccc(N(CC(=O)N/N=C/c2ccccc2F)S(=O)(=O)c2ccccc2)cc1
→ -5.5	-2.0	11.8	1.9	0.4	nt	-5.0	5.2	-3.6	-0.3
> CCOC(=O)NC1(NCc2ccccc2)Oc2ccccc2O1
→ 6.0	-1.0	-3.9	1.1	0.2	21.6	1.2	-3.9	0.7	-1.6
> CC(Sc1nnc(Cc2cccs2)n1C1CC1)C(=O)NC1CCS(=O)(=O)C1 (stereo not drawn)
→ nt	0.3	nt	1.0	nt	nt	nt	3.2	1.5	5.6
> CCCCn1c(N)c(N(CC(C)C)C(=O)C2CC(=O)N(c3ccc(C)cc3)C2)c(=O)[nH]c1=O (stereo not drawn)
→ -6.7	0.8	0.8	3.2	nt	nt	-1.0	-0.7	-1.0	-0.9
> CCCC(=O)Nc1ccc(NC(=O)c2ccco2)c(OC)c1
→ 1.7	-12.0	-3.0	-0.7	-0.8	5.4	0.7	10.6	0.3	0.7
> CCOc1ccc2oc(C(=O)OC(C(=O)NC(N)=O)C(C)C)c(C)c2c1 (stereo not drawn)
→ 1.8	-7.7	15.9	2.5	-2.2	9.5	0.8	12.1	-1.5	39.6*
> O=C(CCCOc1ccccc1)NCCc1ccccc1
→ 1.4	2.7	-3.4	2.1	nt	20.4	0.2	-8.2	-3.6	-3.5
> CCc1ccc(NC(=O)CCn2c(=O)c3cccn3c3ccccc32)cc1
→ 8.3	16.4	-24.4	-19.7	-2.1	-7.2	1.8	1.9	-2.6	-1.4
> Cc1ccc(NC(=O)C(=O)NNC(=O)c2ccccc2C)cc1Cl
→ 7.8	-9.4	-1.3	1.4	-0.3	13.7	-0.1	9.9	-2.1	1.9
> CCOc1ccc(CCNC(=O)c2nnn(CC(=O)Nc3ccccc3C)c2N)cc1OCC
→ -0.8	8.2	-9.8	-11.2	1.7	47.9	3.4	4.3	-1.5	1.6
> Cc1ccc(S(=O)(=O)NCCn2cnc([N+](=O)[O-])n2)cc1
→ 11.6	6.5	-7.2	7.7	0.4	-2.7	4.2	-3.3	-0.1	-1.0
> COc1ccc(N2CC(C(=O)N3CCC4(CC3)CC(=O)c3ccccc3O4)CC2=O)cc1 (stereo not drawn)
→ 10.0	14.8	-1.1	1.6	7.5	nt	0.5	9.7	0.4	7.1
> N#CC(C(=O)c1ccco1)c1ccccn1 (stereo not drawn)
→ 15.6	12.5	2.7	1.4	-1.4	2.9	3.9	20.0	-1.2	3.3
> C=CCOc1ccccc1CN1CCC(Oc2cc(C(=O)NC3CC3)ccc2OC)CC1
→ 3.0	-3.8	nt	-4.9	0.4	20.2	-0.7	-3.1	1.7	0.7
> Cc1ccc(S(=O)(=O)N2CCOCC2)cc1C(=O)OCC(=O)NC1CCS(=O)(=O)C1 (stereo not drawn)
→ -3.6	1.1	-8.2	4.1	0.0	0.1	-0.8	5.3	-1.7	1.1
> CCN(CC(=O)NCc1ccc(Cl)cc1)C(=O)c1ccc(S(=O)(=O)NCc2ccco2)cc1
→ -5.2	7.6	-7.0	4.6	4.7	2.5	-0.9	-3.8	-1.7	-0.9
> COc1cc(/C=N/NC(=O)c2ccc(Cl)c(S(N)(=O)=O)c2)ccc1OCC(N)=O
→ 2.8	13.5	-3.9	7.0	nt	31.3	-0.9	43.0*	-2.0	4.0
> CCOc1ccc(NC(=O)N2CCC(c3nc4ccccc4[nH]3)CC2)cc1
→ -26.2	-3.2	-7.4	10.4	nt	22.5	-5.8	-1.0	-0.1	1.7
> Cc1ccc(C)c(NC(=O)CN(C)C(C)C(=O)N2CC(C)CC(C)C2)c1 (stereo not drawn)
→ ?	11.8	nt	0.3	nt	nt	nt	10.0	0.4	4.4
> COC(=O)/C(=C/Nc1ccccc1)[N+](=O)[O-]
→ -2.0	-10.9	3.1	-1.2	nt	38.0	2.7	0.2	-0.9	-4.5
> O=S(=O)(Nc1ccc(S(=O)(=O)Nc2nccs2)cc1)c1ccc(Br)cc1
→ -2.3	17.9	11.6	-11.2	0.0	-9.4	-3.9	-4.5	-3.1	0.3
> CCCCCCOC(=O)C[N+](C)(C)CCOC1CC2CCC1(C)C2(C)C (stereo not drawn)
→ nt	3.5	-1.6	-8.1	-0.6	-12.6	-0.2	1.7	-1.1	1.2
> CC(C)c1cccc(-c2ccc3c(c2)S(=O)(=O)c2cccc(C(=O)NCc4ccco4)c2C3=O)c1
→ 7.4	3.5	-28.0	2.2	-4.4	nt	-0.7	20.2	-1.7	6.4
> Cc1c(C(=O)N(C)CCC#N)oc2ccc(S(=O)(=O)N3CCOCC3)cc12
→ 4.5	-17.6	-10.4	6.2	0.0	-30.6	-2.1	-12.7	-0.9	-3.3
> Cc1ccc(C(=O)C2=C(O)C(=O)N(Cc3ccccc3)C2c2cccnc2)o1 (stereo not drawn)
→ 3.4	nt	-3.5	13.5	1.8	2.9	-0.1	-3.2	-1.9	-3.7
> Cc1ccc(S(=O)(=O)N2CCN(CC(=O)N/N=C/C=C/c3ccccc3)CC2)cc1
→ -4.0	18.3	-7.6	-5.0	1.7	4.3	0.9	7.4	-5.2	-0.5
> CCCCCC(=O)NNC(=S)NC(=O)c1cccc([N+](=O)[O-])c1
→ 6.7	-1.9	4.8	-3.8	-0.2	37.2	-2.3	2.2	-3.7	-1.1
> CCCCn1c(N)c(N(CC(C)C)C(=O)C2CCN(C(=O)c3ccc(F)cc3)CC2)c(=O)[nH]c1=O
→ 0.9	0.7	-4.4	3.5	-0.3	5.5	1.0	-2.2	-0.3	0.6
> Cc1ccc(C)c(NC(=O)C2CCCN(S(=O)(=O)c3c(C)nn(C)c3C)C2)c1 (stereo not drawn)
→ -6.7	0.8	-15.3	0.7	-0.1	6.8	0.1	3.5	-1.3	0.9
> COC(=O)c1ccc(Nc2nc(C)cc(=O)[nH]2)cc1
→ -49.8	6.8	-1.0	0.5	-2.1	-9.2	1.7	11.1	-1.7	3.0
> Cc1cccc(OCc2nnc(SCC(=O)Nc3ncc(C)s3)o2)c1
→ -1.7	-0.4	6.9	6.2	nt	28.6	-0.8	2.4	-0.4	0.0
> O=C(Cc1ccc(S(=O)(=O)N2CCCCC2)s1)Nc1ccc(F)cc1F
→ -3.8	6.6	-5.7	1.7	nt	-13.4	nt	13.5	-2.4	-1.0
> Cc1ccc(NC(=O)COC(=O)Cn2cnc3ccccc32)cc1S(=O)(=O)N(C)C
→ -1.8	-6.8	-7.7	-4.2	nt	-7.4	-0.2	-1.1	-3.0	-2.5
> COc1ccc(CCNS(=O)(=O)c2ccc3c(c2)CCN3C(=O)C2CC2)cc1OC
→ -9.8	0.2	-3.5	6.7	4.5	9.6	-1.1	5.2	0.1	-3.9
> COc1ccc(S(=O)(=O)N2CCN(C(=O)c3ccc(COc4ccccc4)o3)CC2)cc1
→ -1.6	3.6	nt	-6.8	0.0	nt	nt	8.9	-1.5	1.4
> O=C(Nc1nc(-c2ccc(Cl)s2)cs1)c1ccncc1
→ 18.3	0.7	-0.2	9.1	-2.5	-5.9	1.2	6.7	1.8	1.3
> Cc1ccccc1NC(=O)CSc1nnc(-c2ccoc2C)n1CCc1ccccc1
→ -5.7	12.8	0.3	1.1	3.1	18.7	-1.6	-12.4	-2.5	-1.5
> NS(=O)(=O)c1ccc(CCNC(=O)COC(=O)CCN2C(=O)C3CC=CCC3C2=O)cc1 (stereo not drawn)
→ 13.2	1.9	0.3	1.4	-5.5	nt	nt	1.6	0.1	2.0
> CCC(=O)c1coc2ccc(O)cc12
→ -12.7	6.5	0.8	0.7	-0.3	nt	0.2	-0.8	-4.8	-2.3

Structures shown so far with a Cl atom:
Values run as follows: BoNT-F LC inh	CCHFV vOTU inh	Rv3671c protease	MazF activator	BioA inh	VHR inh abs	UGM FP inh	GDH-TPI counter	FadD28 FP inh	FBA Mtb inh
> CN1CCOc2ccc(S(=O)(=O)NCCc3ccc(Cl)cc3)cc21
→ -10.5	5.3	8.9	0.0	2.2	-22.2	-0.1	12.2	0.3	2.9
> Nc1c(Cl)cc(Cl)cc1C(=O)OCC(=O)N1CCCC1
→ 4.7	-193.1	-3.5	-8.3	-5.2	14.8	nt	0.0	-0.7	94.6*
> O=C(O)C1CCCCC1C(=O)Nc1ccc(Cl)cc1Cl (stereo not drawn)
→ -6.1	-9.1	-1.4	-2.0	0.0	-10.9	0.7	5.3	-2.5	1.0
> Cc1ccc(NC(=O)C(=O)NNC(=O)c2ccccc2C)cc1Cl
→ 7.8	-9.4	-1.3	1.4	-0.3	13.7	-0.1	9.9	-2.1	1.9
> CCN(CC(=O)NCc1ccc(Cl)cc1)C(=O)c1ccc(S(=O)(=O)NCc2ccco2)cc1
→ -5.2	7.6	-7.0	4.6	4.7	2.5	-0.9	-3.8	-1.7	-0.9
> COc1cc(/C=N/NC(=O)c2ccc(Cl)c(S(N)(=O)=O)c2)ccc1OCC(N)=O
→ 2.8	13.5	-3.9	7.0	nt	31.3	-0.9	43.0*	-2.0	4.0
> O=C(Nc1nc(-c2ccc(Cl)s2)cs1)c1ccncc1
→ 18.3	0.7	-0.2	9.1	-2.5	-5.9	1.2	6.7	1.8	1.3
